Screening results as filed in PubChem.
TEAD-YAP inh: TEAD-YAP interaction inhibition; HEK-TIYL cells, TEAD-Gal4/YAP UAS-luciferase luminescence; actives 1.4% (n = 640,000); inhibition, % at 9.12 µM; in the data active = inhibition above about 32%;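 note: 0% = median of test compound wells and 100% = reference inhibitor wells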
FBW7 activator: human FBW7 E3 ligase activation, primary screen | Q969H0 | AlphaScreen FBW7–phospho-cyclin E peptide binding, activator screen | normalized activity (activation), % at 26.1 µM | actives 0.13% (n = 650,000); in the data active = normalized activity above about 1.9%;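 note: purified mutant Fbw7 with reduced substrate affinity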
MITF inh: blocks human microphthalmia-associated transcription factor. actives 0.91% (n = 650,000). AlphaScreen MITF homodimerization, bead proximity signal. AID 1259374. O75030. inhibition, % at 2.6 µM; in the data active = inhibition above about 50%;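 note: 0% = vehicle wells with protein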
Target sequence (O75030 whole entry, looked up): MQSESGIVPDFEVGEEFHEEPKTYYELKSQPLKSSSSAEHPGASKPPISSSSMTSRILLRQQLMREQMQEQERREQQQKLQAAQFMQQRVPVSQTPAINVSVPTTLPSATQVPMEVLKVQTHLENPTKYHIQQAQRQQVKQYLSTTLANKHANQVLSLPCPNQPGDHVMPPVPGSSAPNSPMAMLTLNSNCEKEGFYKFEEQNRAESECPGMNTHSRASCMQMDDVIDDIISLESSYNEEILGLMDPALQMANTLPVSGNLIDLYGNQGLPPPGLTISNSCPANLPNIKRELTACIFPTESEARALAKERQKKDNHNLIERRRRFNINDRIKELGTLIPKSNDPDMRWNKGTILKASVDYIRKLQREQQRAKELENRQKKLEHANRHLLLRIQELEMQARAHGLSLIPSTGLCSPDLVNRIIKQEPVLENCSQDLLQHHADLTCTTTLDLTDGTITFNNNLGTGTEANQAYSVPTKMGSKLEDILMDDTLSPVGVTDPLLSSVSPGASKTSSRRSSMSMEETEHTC
GPR151 activ: activates the human receptor GPR151; PathHunter beta-arrestin GPR151 cells, luminescence; activation, % at 11.2 µM; actives 1% (n = 650,000); in the data active = activation above about 4.9%;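 note: 0% = median of compound wells and 100% = cells with positive control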
Target sequence (Q8TDV0 whole entry, looked up): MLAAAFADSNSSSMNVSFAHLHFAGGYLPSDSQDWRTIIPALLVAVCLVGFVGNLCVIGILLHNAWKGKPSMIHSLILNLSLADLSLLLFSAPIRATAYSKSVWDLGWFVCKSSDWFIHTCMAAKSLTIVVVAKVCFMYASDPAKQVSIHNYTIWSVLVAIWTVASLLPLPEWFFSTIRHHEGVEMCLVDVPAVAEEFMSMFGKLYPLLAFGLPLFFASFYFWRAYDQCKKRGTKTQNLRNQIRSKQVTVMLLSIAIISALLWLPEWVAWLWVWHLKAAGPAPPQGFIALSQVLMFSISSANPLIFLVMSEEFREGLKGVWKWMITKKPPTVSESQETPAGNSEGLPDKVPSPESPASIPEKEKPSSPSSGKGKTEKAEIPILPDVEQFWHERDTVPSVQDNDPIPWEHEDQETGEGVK
Starred values were filed as active, the others as inactive.

Second line of a record – TEAD-YAP inh	FBW7 activator	MITF inh	GPR151 activ
CCOC(=O)Nc1sc2c(c1C(=O)OC)CCC2
    5	0.2	38	0.5
CC(=O)Nc1ccc(Nc2cc(-c3cccc(N)c3)nc(N)n2)cc1
    -5	0.1	0	0.9
Cc1ccccc1-n1c(O)c(C=Nc2ccc(Cl)cc2)c(=O)[nH]c1=O
    -1	-0.1	-3	1.9
COc1ccc(S(=O)(=O)N2CCN(CC(=O)Nc3ccc4c(c3)OCO4)CC2)cc1
    17	-0.3	0	0.1
CCOC(=O)/C(=N\Nc1cc(C(F)(F)F)ccc1Cl)N(C)C1CCN(C)CC1
    -19	0.0	6	2.6
O=C(Cn1cnnn1)N1CCC(CO)(Cc2ccccc2Cl)CC1
    -2	-0.1	2	1.4
CN1CCN(c2ccnc3c([N+](=O)[O-])cccc23)CC1
    -2	0.0	5	1.2
COc1ccc(OC)c(/C=C2\N=C(c3ccccc3Cl)OC2=O)c1
    -18	0.3	12	-1.2
O=C(N[C@H]1C[C@H]2C(=O)N3CCC[C@H]3C(=O)N2C1)c1cc(Cl)cc(Cl)c1
    7	0.3	16	-1.1
Cc1nc2ncnn2c(C)c1CCC(=O)NC1CCCC1
    -8	-0.2	-1	-0.4
O=C1CN(C(=O)COc2ccc(Br)cc2)c2ccccc2N1
    5	0.3	-12	1.4
CCC(=O)Nc1nc(-c2ccc3c(c2)CCN3C(=O)CC(C)(C)C)cs1
    -50	0.1	11	1.1
O=C(Nc1ccc(N2CCOCC2)c2nonc12)c1cc2c(s1)CCCC2
    4	-0.2	2	0.1
COc1ccc(N(CC(=O)NCc2ccc(C)cc2)S(C)(=O)=O)cc1
    -16	0.1	0	-0.8
COc1ccc(CNS(=O)(=O)c2ccc(F)c(C(=O)Nc3cccc(OC)c3)c2)cc1
    1	0.5	10	-0.4
COc1ccc(CN2CCC(N3CCCCC3)CC2)cc1
    -10	-0.3	54*	-1.2
O=C(N/N=C/c1ccc(F)cc1)c1ccn[nH]1
    -25	-0.2	-10	-4.3
O=C(Oc1ccc2sc(=O)oc2c1)c1cccs1
    1	-0.1	4	-2.1
COc1ccc(C(=O)N/N=C(\C)CC(=O)Nc2ccc(NC(C)=O)cc2)cc1OC
    5	0.2	12	-0.9
CCOC(=O)c1ccc(CN2C(=O)S/C(=C\c3ccc(OCC(=O)O)cc3)C2=O)cc1
    -6	0.2	6	-0.4
COCCn1nnnc1CN(Cc1ccc(C)cc1)Cc1cc2cc(OC)ccc2[nH]c1=O
    -10	0.0	-1	0.8
CN1CCN(c2ncc(-c3ccc(Cl)cc3)cn2)CC1
    -58	0.1	20	-2.3
CCOc1cccc2c1OC1(C)C(C(=O)Nc3ccc(OC)cc3)C2NC(=S)N1c1ccc(C)cc1 (configuration not stated)
    8	0.0	12	1.2
COc1ccccc1/C=C(/NC(=O)c1ccc(Cl)cc1Cl)C(=O)O
    -16	0.0	11	0.5
O=C(Cc1ccccc1)NCC1Cc2cc(-c3cnccn3)ccc2O1 (configuration not stated)
    9	0.0	0	1.1
COC(=O)C1=CN(Cc2ccc(OC)c(OC)c2)C=C(C(=O)OC)C1c1ccc([N+](=O)[O-])cc1
    -19	-0.3	-6	0.2
Cc1ccc(NC(=O)c2cnccn2)c(OC(F)F)c1
    4	-0.2	-8	0.4
COc1cc(NC(=S)N2CCN(CCO)CC2)cc(OC)c1
    1	0.2	11	0.1
Cc1cc(OCCOCCn2cnc3ccccc3c2=O)ccc1Cl
    -2	-0.1	-10	1.6
Cc1cc(C)c(Cc2c(C)nc3c(C(=O)NC4CCCCC4)cnn3c2C)c(C)c1
    -3	-0.1	5	-0.4
COc1cccc(/C=C2\SC(=S)N(c3ccc(C(=O)O)c(O)c3)C2=O)c1OC
    47*	0.1	18	-1.0
CCCCNC(=O)C1CCN(S(=O)(=O)N2CCCCCC2)CC1
    -2	0.8	17	0.4
COc1ccc(-c2cccc(=O)n2Cc2ccc(C)cc2)cc1
    8	-0.1	10	-0.7
CCC(C)NC(=O)C1c2cc(OC)c(OC)cc2C(=O)N(C)C1c1ccc(OC)cc1 (configuration not stated)
    4	0.0	5	-0.6
COc1ccc(-c2cncc(-c3cc(NCc4ccncc4)nc(C)n3)c2)cc1
    -7	-0.1	-8	0.0
CCOc1ccccc1CNC(=O)C(C)n1ncn2cccc2c1=O (configuration not stated)
    -10	0.0	11	0.7
COc1ccc(Cl)cc1NC(=O)CSc1nc2ccccc2n1S(=O)(=O)c1ccc(C)cc1
    6	-0.1	10	0.5
Cc1ccc(S(=O)(=O)NCCSCc2ccc(Cl)cc2)cc1[N+](=O)[O-]
    6	0.0	3	0.7
CC1(C)Oc2ccc(C(=O)N3CCCC3)cc2N(CC(=O)NCc2ccccc2)C1=O
    -2	0.0	8	6.1*
Cc1cc(OCc2ccc([N+](=O)[O-])cc2)c2c(C)c(Cc3ccccc3)c(=O)oc2c1
    4	0.3	7	0.7
COc1cccc(C(=O)OCc2ccc([N+](=O)[O-])cc2)c1
    7	-0.6	-1	0.0
CCCOc1ccc(CCN=C(N)N)cc1
    6	0.0	14	-1.0
O=C(NCC1CCC(C(=O)Nc2ccc3c(c2)OCO3)CC1)c1ccc(=O)[nH]c1 (configuration not stated)
    3	-0.1	11	2.6
COc1cc(OC)c([N+](=O)[O-])cc1/C=N/NC(=O)COc1ccccc1[N+](=O)[O-]
    0	0.0	-1	0.2
Cc1nnc2c(=O)n(C)c(=O)n(C)c2n1
    -7	0.6	-10	1.7

3 records drawn at random from the list so far, as already listed:
Second line of a record – TEAD-YAP inh	FBW7 activator	MITF inh	GPR151 activ
CCCCNC(=O)C1CCN(S(=O)(=O)N2CCCCCC2)CC1
    -2	0.8	17	0.4
CCC(C)NC(=O)C1c2cc(OC)c(OC)cc2C(=O)N(C)C1c1ccc(OC)cc1 (configuration not stated)
    4	0.0	5	-0.6
COc1ccc(Cl)cc1NC(=O)CSc1nc2ccccc2n1S(=O)(=O)c1ccc(C)cc1
    6	-0.1	10	0.5

The results go on.
| Molecule | TEAD-YAP inh | FBW7 activator | MITF inh | GPR151 activ |
| --- | --- | --- | --- | --- |
| CCOC(=O)c1c(-c2ccccc2)c(C#N)c(N)[nH]c1=S | 1 | 0.0 | 9 | -1.2 |
| O=C(O)c1cccc([N+](=O)[O-])c1C(=O)Nc1cccc([N+](=O)[O-])c1 | 11 | 0.9 | -2 | -0.9 |
| CC1(C)COC(c2cccn2Cc2ccc(F)cc2)=N1 | -8 | 0.1 | -2 | 2.5 |
| O=C1C2C3C=CC(C3)C2C(=O)N1c1ccc(N2CCN(c3ccccn3)CC2)c([N+](=O)[O-])c1 (configuration not stated) | 16 | -0.3 | 0 | -0.5 |
| COc1ccc(N2C(S)=C(C#N)C(=O)NC23CCCCC3)cc1 | -8 | 0.0 | 22 | -2.4 |
| CN(C)S(=O)(=O)c1cccc(NC(=O)CCN2C(=O)C3CCCCC3C2=O)c1 (configuration not stated) | -5 | 0.2 | -2 | -0.4 |
| COc1cc(/C=C2/C(=N)N3N=C(C(C)C)SC3=NC2=O)ccc1OCc1ccccc1Cl | -3 | 0.2 | -9 | -0.4 |
| CCOc1ccccc1C1NC(=O)NC(C)=C1C(=O)OCC(C)C (configuration not stated) | 2 | -0.1 | 8 | 0.8 |
| COc1ccc(Cl)cc1NC(=O)CSc1nc2ccccc2n1S(=O)(=O)c1cc([N+](=O)[O-])ccc1C | 6 | 0.0 | -18 | 0.8 |
| N=c1c2c3c(sc2ncn1CCCO)CCCC3 | -3 | -0.2 | 8 | -0.2 |
| COc1ccc(Nc2nc(N/N=C/c3ccc(N(C)C)cc3)nc(C)c2[N+](=O)[O-])cc1 | 13 | -0.1 | 3 | 1.3 |
| CCOC(=O)CCC(=O)Nc1sc2c(c1C(=O)OC)CCCC2 | 5 | -0.2 | 7 | 0.1 |
| O=C1C2C3C=CC(CC3)C2C(=O)N1c1ccc(Br)cc1 (configuration not stated) | 2 | 0.2 | 13 | -1.0 |
| CCOC(=O)C1=C(C)Nc2nc3ccccc3n2C1c1ccc(SC)cc1 (configuration not stated) | -1 | 0.1 | 7 | -1.0 |
| CCc1cccc(CC)c1NC(=O)CN(c1cc(OC)ccc1OC)S(C)(=O)=O | 0 | -0.1 | 1 | 3.9 |
| O=C(c1cccnc1)N1CCC2(CC1)OCCO2 | -11 | -0.2 | -2 | 1.5 |
| CCOc1ccc(C(=O)NC2CCCC2)cc1Cl | -13 | 0.1 | -13 | -0.7 |
| FC(F)(F)c1cccc(-c2cnnc(NCC3COCCO3)n2)c1 (configuration not stated) | -12 | 0.0 | 6 | -1.3 |
| CN(C)CCCn1c2c(c(SCC(=O)Nc3ccc(Cl)c(Cl)c3)nc1=O)CCCC2 | 2 | -0.1 | 5 | 1.0 |
| CC(C)NC(=O)CN(c1ccc(Br)cc1)S(C)(=O)=O | 16 | 1.9* | 3 | -0.5 |
| O=C(Cn1nnc(-c2ccccc2NC(=O)c2cccc(F)c2)n1)NCc1cccs1 | 4 | 0.4 | 0 | -0.3 |
| CN(C)c1ccc(-c2nnc3c(n2)c(=O)n(C)c(=O)n3C)cc1 | -9 | 0.2 | -1 | 0.4 |
| C=CCOc1ccc(C(c2c(C)[nH]n(-c3ccccc3)c2=O)c2c(C)[nH]n(-c3ccccc3)c2=O)cc1 | 13 | -1.3 | 29 | -0.6 |
| Cc1cc(Cl)ccc1OC(C)C(=O)NN1CCOCC1 (configuration not stated) | 7 | 0.0 | 11 | 1.0 |
| O=C(Nc1ccc(N2CCOCC2)cc1)c1ccnc(N2CCCC2CO)c1 (configuration not stated) | -9 | 0.5 | 1 | 1.5 |
| Cn1c(=O)nc2n(-c3cccc(Cl)c3)c3ccccc3cc-2c1=O | -6 | 0.5 | 3 | -1.7 |
| CCC/C=N/NC(=O)c1ccc([N+](=O)[O-])cc1 | 8 | 0.0 | 13 | 0.9 |
| Cc1ccc(NC(=O)N2CCC(C(N)=O)(N3CCCCC3)CC2)cc1 | 2 | 0.3 | -7 | 1.9 |
| O=C(COC(=O)C1CC(=O)N(c2ccc(Cl)cc2)C1)c1ccc(Cl)cc1 (configuration not stated) | 0 | 0.1 | 11 | -0.8 |
| CCOC(=O)C1=C(N)N(c2ccccc2)C2=C(C(=O)CCC2)C1c1ccc(SC)cc1 (configuration not stated) | -6 | -0.1 | 11 | 3.8 |
| CCc1noc(C)c1C(=O)N1CC(C)OC(C)C1 (configuration not stated) | 11 | 0.2 | 6 | 0.5 |
| CCCC(=O)Nc1nnc(CCOCCc2nnc(NC(=O)CCC)s2)s1 | 5 | 0.2 | 13 | -0.5 |
| O=C(Nc1nccs1)C(=O)c1c(-c2ccccc2)cc2ccccn12 | -11 | 0.7 | 20 | 1.6 |
| COc1ccc(OC)c(NS(=O)(=O)c2ccc(Cl)cc2)c1 | 1 | -0.1 | -2 | -0.2 |
| C=CCOc1c(Br)cc(C2NC(=O)NC(C)=C2C(=O)OC)cc1OCC (configuration not stated) | 6 | -0.4 | 0 | 1.9 |
| O=C1CCCC2=C1C(c1ccccc1)CC(=O)N2c1ccc(F)cc1 (configuration not stated) | 2 | 0.0 | -1 | 0.4 |
| CCOc1ncccc1C(=O)NNc1ccc(C(F)(F)F)cn1 | 5 | 0.0 | 4 | 1.3 |
| COc1ccccc1NC(=O)c1sc2ncn(Cc3c(F)cccc3Cl)c(=O)c2c1C | 7 | 0.0 | 4 | 1.1 |
| Cc1cc(C)c(S(=O)(=O)NC2CC(C)(C)NC(C)(C)C2)c(C)c1 | -10 | 0.2 | -5 | 0.4 |
| C/C(=C1/SC(=S)N(CCC(=O)O)C1=O)c1cccc([N+](=O)[O-])c1 | -2 | -0.3 | -13 | 0.4 |
| COc1ccc(/C=C(\NC(=O)c2cccc(Br)c2)C(=O)N2CC3CC(C2)c2cccc(=O)n2C3)cc1OC (configuration not stated) | 5 | -0.1 | 1 | 0.0 |
| C=CCOC(=O)C1=C(C)NC(=O)NC1c1cn(-c2ccccc2)nc1-c1ccc(OC)c(Cl)c1 (configuration not stated) | 13 | 0.0 | -1 | -0.2 |
| O=C(COc1ccc(/C=N/NC(=O)CCSc2ccccc2)cc1)NCc1ccco1 | 3 | 0.1 | 18 | 1.1 |
| CCOc1ccc(S(=O)(=O)n2cc(-c3ccc(C)c(F)c3)c(N)n2)cc1 | -10 | -0.2 | -6 | -0.7 |
| O=C(O)c1cn(Cc2ccccc2)nc1OCc1ccccc1 | 1 | 0.0 | -3 | -0.5 |
| COc1ccc(OC)c(NC(=O)NCc2cnn(C)c2)c1 | -8 | -0.1 | -9 | -1.5 |
| CC(=O)N1CCOc2cc(S(=O)(=O)NC3CCCCCC3)c(C)cc21 | 4 | -0.1 | -8 | 1.9 |
| COc1cccc(CC2(CO)CCN(Cc3csc(C(C)=O)c3)CC2)c1 | 4 | 0.1 | 14 | -0.6 |
| O=C(CSc1ccc2nnc(-c3cccs3)n2n1)Nc1ccc(F)cc1F | -6 | 0.0 | -7 | -0.7 |
| Cc1cccc(-c2nc3sc4c(c3c(=O)[nH]2)CCCC4)c1 | -10 | 0.5 | -14 | -1.0 |
| COc1ccccc1C(=O)Nc1sc(C)c(C)c1-c1nc2ccccc2s1 | -1 | 0.2 | 1 | -0.4 |
| NC(=O)c1ccsc1NC(=O)c1ccc([N+](=O)[O-])o1 | 3 | -0.1 | 2 | 0.4 |
| COc1ccc2c(=O)c(C(=O)NCc3ccc4c(c3)OCO4)c[nH]c2c1 | -2 | -0.1 | 8 | 0.1 |
| COCCNC(=O)CN1CCC(O)(c2ccccc2OC)CC1 | -6 | 0.6 | 9 | 0.5 |
| O=C(Nc1ccccc1C(F)(F)F)N1CCC(N2CCCCC2)CC1 | -5 | 0.2 | 11 | 0.1 |
| CC(C)C1=NN2C(=N)/C(=C/c3cn(Cc4ccccc4)c4ccccc34)C(=O)N=C2S1 | 8 | -0.1 | -5 | 1.1 |
